Source: PubChem BioAssay
TbREL1 primary: TbREL1 inhibition, primary screen; P86926; TbREL1 RNA ligation, FRET fluorescence; inhibition, % at 9.66 µM; hit rate 0.49% among 89,000; AID 1117264;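 active = inhibition above the mean inhibition across all screened compounds plus 3 SD, cut at about 11% in these data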;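 note: 0% = plate median of test wells and 100% = NSC42067 control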
Target sequence (P86926 whole entry, looked up): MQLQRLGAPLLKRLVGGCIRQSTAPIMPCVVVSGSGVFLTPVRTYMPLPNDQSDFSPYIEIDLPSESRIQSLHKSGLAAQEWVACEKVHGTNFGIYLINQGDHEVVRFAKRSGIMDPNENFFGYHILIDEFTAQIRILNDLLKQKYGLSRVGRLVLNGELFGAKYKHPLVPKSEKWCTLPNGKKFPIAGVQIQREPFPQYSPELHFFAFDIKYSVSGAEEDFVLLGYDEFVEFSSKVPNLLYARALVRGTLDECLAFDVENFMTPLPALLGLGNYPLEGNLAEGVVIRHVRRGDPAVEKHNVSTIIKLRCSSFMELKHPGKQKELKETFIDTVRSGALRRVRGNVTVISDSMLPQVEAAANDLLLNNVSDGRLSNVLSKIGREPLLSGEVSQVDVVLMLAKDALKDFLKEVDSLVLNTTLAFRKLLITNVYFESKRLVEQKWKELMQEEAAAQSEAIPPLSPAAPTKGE
Active calls of the source: *. Some of the compounds tested; count on the stated rates, not on these rows.

Results for Cc1sc2ncnc(SCC(=O)NC(C)(C)C)c2c1C ?
TbREL1 primary: -3.3

What do the screens show for `Cc1ccccc1NC(=O)Cc1nc(COC(=O)COc2cccc(C)c2C)cs1`?
TbREL1 primary: 1.0

How did COc1ccc(C(=O)Oc2ccc3ccc(=O)oc3c2)cc1OC do in these assays?
TbREL1 primary: -3.0

How did CC1Cc2ccccc2N1C(=O)COC(=O)Cc1ccc(F)cc1 (stereo unspecified) do in these assays?
TbREL1 primary: -2.1

What do the screens show for `Cc1ccc(-c2cc(C(=O)Nc3ccccc3C(N)=O)c3ccccc3n2)o1`?
TbREL1 primary: -1.6

What do the screens show for `COc1cccc(NC(=O)C(OC(=O)/C=C/c2ccc3c(c2)OCO3)c2ccccc2)c1` (stereo unspecified)?
TbREL1 primary: 1.8

Results for CCOc1ncccc1C(=O)NCCc1ccc(S(N)(=O)=O)cc1 ?
TbREL1 primary: 3.4

What do the screens show for `O=C(Nc1cc(S(=O)(=O)N2CCOCC2)ccc1O)c1ccc(NS(=O)(=O)c2ccc(Cl)s2)cc1`?
TbREL1 primary: -1.1

What do the screens show for `Cc1ccc(N2C(=O)c3ccc(C(=O)N4CCOCC4)cc3C2=O)cc1C`?
TbREL1 primary: -2.4

How did O=C(CSc1nc2ccccc2s1)NCCOc1ccc(Cl)cc1 do in these assays?
TbREL1 primary: -3.0

What do the screens show for `COc1ccc(OCC(O)Cn2c(=N)n(Cc3ccccc3)c3ccccc32)cc1` (stereo unspecified)?
TbREL1 primary: 9.9

What do the screens show for `COc1ccc(CN2CCSCC2)c(C)c1C`?
TbREL1 primary: -5.0

How did CC(OC(=O)CN1C(=O)c2ccccc2C1=O)C(=O)NCc1ccccc1 (stereo unspecified) do in these assays?
TbREL1 primary: 2.0

What do the screens show for `CC(=O)C1=C(C)N(Cc2ccco2)C(=O)C1(NC(=O)C1CCCCC1)C(F)(F)F` (stereo unspecified)?
TbREL1 primary: -2.3

How did CC1=CC(C)(C)N(C)C(=O)N1c1ccc(Cl)cc1 do in these assays?
TbREL1 primary: -1.8

What do the screens show for `Cc1cc(Cl)ccc1OCC(=O)OC(C)C(=O)N(C)C` (stereo unspecified)?
TbREL1 primary: 0.0

Results for CC1(c2nnc(Cc3ccccc3)o2)CC(c2ccc([N+](=O)[O-])cc2)=NO1 (stereo unspecified) ?
TbREL1 primary: 5.8

Results for Cc1cccc(NC(=O)CN(CC2CCCO2)C(=O)c2cc(S(=O)(=O)N(C)C)ccc2F)c1C (stereo unspecified) ?
TbREL1 primary: -2.1

Results for O=C(Nc1ccccc1)N1CCN(c2ccc(F)cc2)CC1 ?
TbREL1 primary: 1.6

What do the screens show for `COc1cc(C)c(CN2CCN(C(C)C(=O)NC(C)c3ccccc3)CC2)cc1OC` (stereo unspecified)?
TbREL1 primary: -0.6

Results for NS(=O)(=O)c1ccc(NC(=O)COC(=O)c2cnc(Cl)c(Cl)c2)cc1 ?
TbREL1 primary: 0.4

How did Cc1ccc(NC(=O)c2ccc(S(=O)(=O)N3CCOCC3)cc2)c(C)c1 do in these assays?
TbREL1 primary: 0.5

Results for CS(=O)(=O)N(CC(=O)NCc1ccccn1)Cc1ccc(Cl)cc1 ?
TbREL1 primary: -0.8

How did COc1ccc(C)cc1-n1ccn(CC(=O)Nc2ccc(Br)cc2F)c(=O)c1=O do in these assays?
TbREL1 primary: -0.6

How did Cc1nc(C(F)(F)F)ccc1C(=O)N1CCC1(C)C(=O)NS(=O)(=O)c1cccc(F)c1 (stereo unspecified) do in these assays?
TbREL1 primary: 1.9

Results for CN(C)CCN(C(=O)c1ccc2ccccc2c1)c1nc2cc3c(cc2s1)OCCO3 ?
TbREL1 primary: -3.0

What do the screens show for `Cc1cccc(C(=O)NC(=S)NC(C)c2ccccc2)c1` (stereo unspecified)?
TbREL1 primary: -4.7

What do the screens show for `COCCCNC(=O)c1ccc(Cn2c(=O)c3ccccc3n(Cc3ccc(C(C)C)cc3)c2=O)cc1`?
TbREL1 primary: 7.8

Results for CCOC(=O)C1=C(COC(=O)c2cccc(Cl)c2)NC(=O)NC1C (stereo unspecified) ?
TbREL1 primary: 1.2

Results for O=C(NCCS(=O)(=O)N1CCN(c2ccccc2)CC1)c1ccccc1F ?
TbREL1 primary: -3.1

How did COC(=O)Cc1csc(NCc2ccccc2)n1 do in these assays?
TbREL1 primary: -3.7

What do the screens show for `COc1ccc(N2CCCN(CC(=O)Nc3ccc(Cl)c(Cl)c3)CC2)cc1`?
TbREL1 primary: -4.1

Results for COc1ccccc1Cc1c(-c2cccc(Cl)c2)nc2ccc(Br)cn12 ?
TbREL1 primary: -0.9

Results for COc1ccccc1NS(=O)(=O)c1ccc(NN=C2CCCCC2)c([N+](=O)[O-])c1 ?
TbREL1 primary: -0.6

How did CCn1cc(CNC(=O)c2ccc(C)s2)cn1 do in these assays?
TbREL1 primary: 3.6

What do the screens show for `N#C/C(=C\c1ccc(-c2cccc([N+](=O)[O-])c2)o1)c1nnc(N2CCOCC2)n1-c1ccccc1`?
TbREL1 primary: -1.5

What do the screens show for `N#Cc1cnn2c(-c3cccc(C(F)(F)F)c3)ccnc12`?
TbREL1 primary: -0.8

What do the screens show for `CC(C)(C)NC(=O)CN(C(=O)c1snc(C(=O)NC2CCCCC2)c1N)c1ccc(F)cc1`?
TbREL1 primary: 0.5

Results for CCN1CCN(Cc2cc(=O)oc3ccc(C)cc23)CC1 ?
TbREL1 primary: 0.0

What do the screens show for `C[C@H](CO)N1C[C@H](C)[C@@H](CN(C)Cc2ccc(Oc3ccccc3)cc2)Oc2cc(Br)ccc2S1(=O)=O`?
TbREL1 primary: 0.1

How did Cc1cccc(C)c1NC(=O)CSc1n[nH]c(=O)n1C1CC1 do in these assays?
TbREL1 primary: 5.7

How did Cc1ccc[n+](CC(=O)Nc2ccc([N+](=O)[O-])cc2Cl)c1 do in these assays?
TbREL1 primary: 6.1

What do the screens show for `COc1cc(NC(=O)CCS(=O)(=O)c2ccc3c(c2)n(C)c(=O)c(=O)n3C)cc(OC)c1`?
TbREL1 primary: 3.3

What do the screens show for `Cc1sc2nc(SCC(=O)c3ccc(O)c(O)c3)n(Cc3ccco3)c(=O)c2c1C`?
TbREL1 primary: 10.5

How did Cc1nc(SCC(=O)NCCc2ccccc2)c2oc3ccccc3c2n1 do in these assays?
TbREL1 primary: 0.3

Two entries drawn at random from those above, as already listed:
What do the screens show for `Cc1sc2nc(SCC(=O)c3ccc(O)c(O)c3)n(Cc3ccco3)c(=O)c2c1C`?
TbREL1 primary: 10.5

What do the screens show for `N#Cc1cnn2c(-c3cccc(C(F)(F)F)c3)ccnc12`?
TbREL1 primary: -0.8

Remaining list, next part:
Results for O=C(Nc1ccnn1C1CCN(Cc2ccccc2OCCO)CC1)c1cccc(F)c1 ?
TbREL1 primary: -2.6

What do the screens show for `CCOc1ccc(Br)cc1S(=O)(=O)Nc1ccc(NC(=O)c2ccccc2C)cc1`?
TbREL1 primary: 2.3

How did CC1O[C@H](OC2C(COC3OC(CO)C(O)[C@H](O)C3O)OC(OC3CC[C@]4(C)C(CC[C@@]5(C)[C@@H]4C=C[C@]46OC[C@@]7(CCC(C)(C)C[C@H]74)C(O)C[C@@]56C)C3(C)C)C(O)C2O)C(O)C(O)C1O (stereo partly specified) do in these assays?
TbREL1 primary: -0.8

How did COc1ccccc1CCNC(=O)C(=O)NCC1OCCN1C(=O)c1ccc(Cl)cc1 (stereo unspecified) do in these assays?
TbREL1 primary: -2.0

How did CCOc1ccc(C(=O)NCC(=O)NNC(=O)CN(C)S(=O)(=O)c2ccc(Cl)cc2)cc1 do in these assays?
TbREL1 primary: 3.5

What do the screens show for `O=[N+]([O-])c1ccc(NCCNS(=O)(=O)c2ccccc2)c(C(F)(F)F)c1`?
TbREL1 primary: 0.1

How did Cc1ccc(OCc2nc(-c3ccc(-n4cccc4)cc3)no2)cc1C do in these assays?
TbREL1 primary: 5.9

What do the screens show for `NC(=O)CC1NC(=O)c2cc([N+](=O)[O-])cc(I)c2OCCC(C(N)=O)NC(=O)[C@@H]2CCCN2C1=O` (stereo partly specified)?
TbREL1 primary: 5.3

What do the screens show for `CCOC(=O)c1ccc(N2CCN(c3ccc(F)cc3)CC2)c(NC(=O)Nc2cccc(OC)c2)c1`?
TbREL1 primary: 5.9

What do the screens show for `COc1ccc(-c2cc(C(=O)NCc3cccnc3)no2)cc1`?
TbREL1 primary: 3.1

Results for CCCCNC(=O)C1CCCN1C(=O)Nc1cc(C)cc(C)c1 (stereo unspecified) ?
TbREL1 primary: -4.1

What do the screens show for `CCOc1ccccc1NC(=O)NNS(=O)(=O)c1cc(C)ccc1C`?
TbREL1 primary: -1.9

Results for COc1cccc(NC(=O)CSc2nnc(Cc3cccn3C)n2-c2ccc(F)cc2)c1 ?
TbREL1 primary: 0.3

How did COc1ccc(C(=O)c2[nH]c(N)c(C(=O)c3ccccc3)c2-c2ccc(OC)c(OC)c2)cc1 do in these assays?
TbREL1 primary: 8.5

How did Cc1ccc(S(=O)(=O)N2CCC(C(=O)OCC(=O)N3CC(C)CC(C)C3)CC2)cc1C (stereo unspecified) do in these assays?
TbREL1 primary: 0.6

How did CC(C)CC(=O)NN1CCCCC1 do in these assays?
TbREL1 primary: 1.2

What do the screens show for `CCCCCC(=O)N1C[C@H](n2cc(-c3ccc(F)cc3)nn2)[C@@H](O)C[C@@H]1c1ccc(Cl)cc1`?
TbREL1 primary: -0.8

What do the screens show for `Cc1ccc(Cc2c(C)nc3nc(SCC(=O)NCc4ccco4)nn3c2C)cc1`?
TbREL1 primary: -3.8

What do the screens show for `CCN(CC)c1ccc(NC(=O)C2CCCN(S(=O)(=O)c3cnc[nH]3)C2)c(C)c1` (stereo unspecified)?
TbREL1 primary: -7.1

What do the screens show for `Cc1cccc(Cl)c1-n1nnnc1C1(C)CSCC(=O)N1Cc1ccc(F)cc1` (stereo unspecified)?
TbREL1 primary: -3.1

Results for COc1cccc(C(=O)NC(C)C(c2cccs2)N2CCN(C)CC2)c1 (stereo unspecified) ?
TbREL1 primary: -2.2

What do the screens show for `CC(=O)SCC(=O)N=c1sc2cc(F)ccc2n1C`?
TbREL1 primary: 1.2

What do the screens show for `COc1ccc(C(=O)Cn2cnc3ccc(Cl)cc3c2=O)cc1F`?
TbREL1 primary: -1.6

How did Cc1ccc(C(=O)N2CCN(c3ccc([N+](=O)[O-])c(NCc4ccco4)c3)CC2)cc1 do in these assays?
TbREL1 primary: 3.0

How did O=C(Cn1c(NCCCO)nc2ccccc21)c1ccc(Br)cc1 do in these assays?
TbREL1 primary: 0.2

How did O=C1/C(=C/c2ccc(Cl)cc2)NC(=S)N1Cc1cccnc1 do in these assays?
TbREL1 primary: 3.4

What do the screens show for `COc1ccc(CN2C(=O)c3cccnc3C2=O)cc1S(=O)(=O)N(C)Cc1ccco1`?
TbREL1 primary: -2.0

What do the screens show for `CCn1c(SCc2cccc(C)c2)nnc1-c1ccc(C)cc1`?
TbREL1 primary: -1.5

How did N#Cc1ccsc1NC(=O)COC(=O)c1ccc2ccccc2c1 do in these assays?
TbREL1 primary: -1.0

How did COc1ccccc1NC(=O)C/C(N)=N/O do in these assays?
TbREL1 primary: -0.5

An excerpt from above in order of count of non-hydrogen atoms, rising.
What do the screens show for `CC(=O)SCC(=O)N=c1sc2cc(F)ccc2n1C`?
TbREL1 primary: 1.2

How did O=C1/C(=C/c2ccc(Cl)cc2)NC(=S)N1Cc1cccnc1 do in these assays?
TbREL1 primary: 3.4

How did N#Cc1ccsc1NC(=O)COC(=O)c1ccc2ccccc2c1 do in these assays?
TbREL1 primary: -1.0

What do the screens show for `Cc1cccc(Cl)c1-n1nnnc1C1(C)CSCC(=O)N1Cc1ccc(F)cc1` (stereo unspecified)?
TbREL1 primary: -3.1

What do the screens show for `COc1ccc(CN2C(=O)c3cccnc3C2=O)cc1S(=O)(=O)N(C)Cc1ccco1`?
TbREL1 primary: -2.0

What do the screens show for `CCCCCC(=O)N1C[C@H](n2cc(-c3ccc(F)cc3)nn2)[C@@H](O)C[C@@H]1c1ccc(Cl)cc1`?
TbREL1 primary: -0.8

Carrying on.
Results for COC(=O)c1cccc(NCN2C(=O)c3ccccc3C2=O)c1 ?
TbREL1 primary: 8.0

Results for O=C(Nc1ccccc1F)C1CCCN(S(=O)(=O)c2ccc(-n3cnnn3)cc2)C1 (stereo unspecified) ?
TbREL1 primary: -2.6

Results for COC(=O)c1ccccc1NC(=O)Nc1nnc(N2CCC(C)CC2)s1 ?
TbREL1 primary: 0.5

What do the screens show for `CCCCOc1ccc(-c2cc(C(F)(F)F)c(C#N)c(SCC(=O)O)n2)cc1`?
TbREL1 primary: 0.3

Results for CCCCCN(C(=O)COC(=O)CSc1ccc([N+](=O)[O-])cc1)c1c(N)n(CCCC)c(=O)[nH]c1=O ?
TbREL1 primary: 2.8

Results for CC(=O)c1cc(-c2ccccc2)n(CC(=O)NCc2ccc(Cl)cc2)c1C ?
TbREL1 primary: 3.5

Results for COc1ccc(C(NC(=O)C2CCN(CCCOc3ccccc3)CC2)c2cccs2)cc1 (stereo unspecified) ?
TbREL1 primary: 10.4

What do the screens show for `CCCCNC(=O)c1nc(C2CCN(S(=O)(=O)c3ccc(F)c(F)c3)CC2)oc1-c1cccc(C(F)(F)F)c1`?
TbREL1 primary: 0.1

What do the screens show for `Cc1c(C(=O)OCc2nnc(-c3ccccc3)o2)oc2ccccc12`?
TbREL1 primary: 0.8

Results for CC(C)c1c(O)nc(SCCN(C)C)[nH]c1=O ?
TbREL1 primary: -2.0

What do the screens show for `COC(=O)c1ccccc1NC(=O)Nc1cccs1`?
TbREL1 primary: 0.2

How did Cc1ccccc1C(=O)OCC(=O)N(C)c1ccccc1 do in these assays?
TbREL1 primary: -1.8

What do the screens show for `COC(=O)[C@]12C[C@H](CC(=O)N3CCC(c4ccccc4)CC3)C(=O)N(Cc3cccc4ccccc34)C1=C[C@H](C(C)C)O[C@@H]2C1CC1`?
TbREL1 primary: 0.7

What do the screens show for `CCc1nc(SCC(=O)Nc2ccc3c(c2)OCCO3)c2oc3ccccc3c2n1`?
TbREL1 primary: 0.1

How did O=C(CN(c1ccc(F)cc1)S(=O)(=O)c1ccc2c(c1)OCCO2)NCC1CCCO1 (stereo unspecified) do in these assays?
TbREL1 primary: 7.0

Results for Cc1cc(C(F)(F)F)n(-c2nc(C(=O)NN)cs2)n1 ?
TbREL1 primary: 5.7

Results for O=C(Nc1nnc(-c2ccncc2)o1)c1cccc(N2C(=O)CCC2=O)c1 ?
TbREL1 primary: 2.7

How did COC(=O)C1CN(C(=O)c2ccc(OC(F)F)cc2)c2ccccc2O1 (stereo unspecified) do in these assays?
TbREL1 primary: 4.5
